# CASP6 VEID inh = inhibitors of human caspase-6 | hit rate 0.53% among 350,000 | AID 686996 | inhibition, % at 12.5 µM | P55212 | purified caspase-6, Z-VEID-R110 cleavage fluorescence;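 active = mean inhibition across replicates at least about 35%, with every replicate also reaching that limit, limit read from the data; inconclusive = only one of the two criteria met; inactive = neither criterion met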;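 also: 0% = median of neutral control wells and 100% = no fluorescence left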
# Target sequence (P55212 24-179 limits assumed): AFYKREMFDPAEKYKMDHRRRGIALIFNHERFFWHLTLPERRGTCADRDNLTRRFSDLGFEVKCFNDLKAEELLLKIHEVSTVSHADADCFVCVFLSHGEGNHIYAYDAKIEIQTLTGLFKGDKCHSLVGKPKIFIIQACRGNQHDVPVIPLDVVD
# Target sequence (P55212 194-293 limits assumed): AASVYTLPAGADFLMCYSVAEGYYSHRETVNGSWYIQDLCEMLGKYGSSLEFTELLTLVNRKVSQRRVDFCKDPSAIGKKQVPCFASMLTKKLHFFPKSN
# PAX8 reporter = inhibitors of PAX8 transcriptional activity in RMG-I cells; RMG-I TPO-luciferase reporter, SteadyGlo, 24 h; inhibition, % at 12.6 µM; hit rate 1.2% among 360,000;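 active = mean replicate inhibition at least 60% with every replicate also reaching 60%; inconclusive = only one of the two criteria is met; inactive = mean below 60% and not all replicates reaching 60%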;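 also: luciferase light reporting Pax8 driven TPO promoter activity; plate controls were median of neutral control wells for no effect and mitoxantrone controls for full effect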
# FN deposition inh = fibronectin deposition inhibition; AID 743247; hit rate 0.086% among 350,000; AH1F fibroblasts, Alexa488-fibronectin deposition fluorescence, overnight; inhibition, % at 12.6 µM;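 active = mean inhibition across replicates of 30% or more, regardless of how many single replicates reach that level; inconclusive = mean under 30% yet at least half of replicates reach 30%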;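 also: positive control wells lacked labelled fibronectin entirely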
#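 Material: AH1F fibroblasts assembling fluorescent fibronectin matrix; amount: 10000 AH1F cells/well; medium: DMEM, 2% serum; reagent: Alexa488-fibronectin, 24 nM final in well; dosing: single compound dose, delivered by pin transfer; incubation: 1 h adhesion, overnight exposure; detection: fluorescence after three HBSS washes, excitation 485 nm, emission 525 nm; measure: fibronectin deposition inhibition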
# miR-122 sensor = miR-122 inhibition in Huh7 cells. hit rate 0.3% among 340,000. AID 602342. Huh7 miR-122 Renilla luciferase sensor, 48 h; neutral wells = 0, positive control = 100. activation (reporter increase), % at 12.5 µM;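 active = mean replicate activation score at least 90 and every replicate individually at or above 90; inconclusive = only one of the two criteria met; inactive = neither criterion met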;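 also: higher luciferase means less miR-122 activity so hits act as miR-122 inhibitors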
# Cneo AK release = Cryptococcus neoformans lysis via adenylate kinase release; hit rate 0.2% among 360,000; C. neoformans lysis, adenylate kinase release luminescence, 4 h; normalised: neutral wells 0, clomiphene wells 100; lysis activity, % at 15 µM;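 active = mean lysis activity across replicates of at least 80%, whatever share of replicates individually reach that level; inactive = mean lysis activity below 80%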
#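 Material: C. neoformans cells | Amount: Yeast cell density of 5 × 10^6 cells/mL | Medium: Fresh YPD growth medium | Dosing: Single dose | Times: Static 4 h at 37 °C with compound, 1 h detection | Detection: AK luminescence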
# PGC1a acetyl inh = lowers PGC1a acetylation signal in U2OS cells; AlphaScreen anti-acetyl-lysine; with virally co-expressed GCN5 acetyltransferase; inhibition, % at 15.6 µM; hit rate 0.17% among 350,000;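 active = every replicate shows inhibition of at least 40%; inconclusive = mean inhibition at least 40% but some replicate below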;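 also: 0% = neutral control wells and 100% = positive control wells; some results beyond the cut were filed as inactive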
# EWS-Fli block = blocks EWS/Fli oncoprotein-driven transcription; AID 651661; A673 NR0B1-luciferase reporter, viability-normalised; inhibition, % at 12.6 µM; hit rate 0.67% among 350,000;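 active = mean inhibition of at least 50% after viability correction, with every replicate also passing that limit; inconclusive = mean reaches 50% but only one of two replicates passes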;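 also: firefly luciferase signal divided by Alamar Blue viability fluorescence both relative to DMSO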
# LGR2 inh = Drosophila LGR2 receptor signaling inhibition; AID 720647; hit rate 0.35% among 380,000; HEK293 LGR2, CRE-luciferase, bursicon-stimulated, 4 h; inhibition, % at 9.99 µM;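 active = drop in luminescence signal, shown as inhibition above about 50% in the replicate tests, limit read from the data, passing the limit was not always enough; inconclusive = probably only some replicates passing the limit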;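 also: agonist challenge used bursicon conditioned medium at about half maximal strength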
# Numbers without * were called inactive; u = inconclusive; x = no result given; & = joins results of further samples; [ ] = dose if it differs, or a comment.
SMILES,CASP6 VEID inh,PAX8 reporter,FN deposition inh,miR-122 sensor,Cneo AK release,PGC1a acetyl inh,EWS-Fli block,LGR2 inh
N#C[C@H]1[C@@H](c2ccc(C#Cc3ccc(F)cc3)cc2)[C@H](CO)N1C(=O)C1CCC1,-5,6,1,x,53,-19,-3,2
O=C1c2ccccc2C(=O)N1Cc1nc2ccccc2c(=O)n1CCN1CCOCC1,x,x,-3,-8,1,5,x,x
CCOC(=O)/C(C#N)=C/c1ccc(OC)c(OC)c1,x,2,1,-1,2,10,x,x
COC(=O)[C@@H](Cc1ccccc1)N[C@H](/C=C/c1ccccc1)[C@@H](O)Cc1ccccc1,1,-3,7,x,x,x,0,-12
Cc1cc(NC(=O)CSCC(=O)N(c2ccc(F)cc2)C(C(=O)NC2CCCCC2)c2ccc(O)c(O)c2)no1 (configuration not stated),x,9,-6,-5,-3,x,x,13
CN(C)CCN(C(=O)c1cc(Cl)sc1Cl)c1nc2ccc(F)cc2s1,-1,-28,7,-10,1,x,-19,-23
COc1ccc(/C=N/NC(=O)c2ccc(Br)cc2)cc1CN1CCOCC1,1,7,2,x,-3,24,6,0
CCC(C)(C)NC(=O)C(OC(=O)c1ccco1)c1ccccc1OC (configuration not stated),x,-14,31*,x,1,-13,x,x
CCCCc1cc(=O)oc2cc(OCC(=O)N3CCc4ccccc43)ccc12,x,-1,-2,-6,1,10,x,x
COc1ccc(C2Cc3ccccc3C(=O)O2)cc1 (configuration not stated),x,x,x,-4,1,5,x,-20
CCOCCn1c(C(C)C)nc2ccccc21,x,-19,3,2,-1,3,x,x
Cc1nc2cc(NC(=O)c3ccc(N4C(=O)CCC4=O)cc3)ccc2s1,0,16,x,x,x,x,21,5
COc1ccc2c3c([nH]c2c1)[C@H](CO)N(C(=O)c1ccncc1)CC31CCN(C(=O)CC2CC2)CC1,1,-8,x,x,x,-1,-9,-11
CCCCC(CC(C)O)c1n[nH]c(=S)n1-c1ccccc1 (configuration not stated),-2,8,-6,x,x,x,-5,-10
Cc1ccc(/C=c2\s/c(=C(/C#N)C(=O)N3CCCC3)n(Cc3ccco3)c2=O)s1,14,x,-5,5,x,3,x,x
COc1ccc2sc(NC(=O)c3ccco3)nc2c1,1,x,x,-4,-3,3,39,75*
Cc1ccccc1S(=O)(=O)NCC[C@@H]1CC[C@H](NC(=O)C2CCC2)[C@@H](CO)O1,-1,7,x,x,-2,10,5,6
O=C(CCOc1ccccc1)Nc1ccccc1[N+](=O)[O-],-1,-21,-6,x,x,x,-14,-10
CN(C(=O)C(C)(C)C)c1ccc(OCC(=O)N2CCc3ccccc3C2)cc1,-1,-7,3,x,3,x,8,14
CCc1ccc(S(=O)(=O)N2CCN(Cc3ccco3)CC2)cc1,-5,23,-21,0,0,x,1,-5
Cc1ccccc1C(=O)N1CCN(S(=O)(=O)c2cccs2)CC1,7,-3,5,0,1,3,-4,0
O=S(=O)(/C=C/c1ccccc1)N1CCN(c2cccc(Cl)c2)CC1,x,x,-8,2,5,7,x,12
CCN(CC)CCCN=Cc1c(-c2ccccc2)[nH]n(-c2nc3ccccc3s2)c1=O,-33,23,6,x,x,-1,12,-7
O=C(O)C1CCCCC1C(=O)N1CCCC1 (configuration not stated),0,4,-5,x,x,3,4,-2
CC1CN(C(=O)CCC(=O)NC(C)c2ccccc2)c2cc(Cl)ccc2O1 (configuration not stated),2,-4,11,-3,0,-8,1,-1

# Reprinted from above for reference:
SMILES,CASP6 VEID inh,PAX8 reporter,FN deposition inh,miR-122 sensor,Cneo AK release,PGC1a acetyl inh,EWS-Fli block,LGR2 inh
O=C(O)C1CCCCC1C(=O)N1CCCC1 (configuration not stated),0,4,-5,x,x,3,4,-2
CC1CN(C(=O)CCC(=O)NC(C)c2ccccc2)c2cc(Cl)ccc2O1 (configuration not stated),2,-4,11,-3,0,-8,1,-1

# The list continues:
SMILES,CASP6 VEID inh,PAX8 reporter,FN deposition inh,miR-122 sensor,Cneo AK release,PGC1a acetyl inh,EWS-Fli block,LGR2 inh
CCOC(=O)N1CCN(S(=O)(=O)c2ccc3c4c(cccc24)C(=O)N3)CC1,4,5,7,-8,-2,x,5,-1
O=C(Nc1ccc(F)cc1)c1ccc2ncsc2c1,2,-148,-3,4,0,4,-77,-79
Cc1nn(CC(=O)N2CCOCC2)c(=O)c2c1sc1ccccc12,6,13,-2,x,6,7,x,11
O=C(N/N=C/c1cccnc1)c1cc(-c2ccccc2)nc2ccccc12,-1,-12,-2,-2,-4,-1,-8,-2
C=CCNC(=O)CSc1nnc(-c2ccccc2Br)n1-c1cccc(C(F)(F)F)c1,x,9,-4,2,-2,-8,x,6
Nc1ccn(C2CSC(CO)O2)c(=O)n1 (configuration not stated),1,21,10,x,x,x,-8,-4
Cc1ccc2nc(CSc3nnc(-c4ccco4)n3-c3ccccc3)cc(=O)n2c1,x,x,-3,1,-4,-3,x,x
O=C(Cc1ccccc1)N1CC(=O)N2[C@@H](CO)[C@@H](c3ccc(C#CCc4ccccc4)cc3)[C@@H]2C1,0,x,x,x,x,-7,2,2
CC(=O)c1ccc(S(=O)(=O)Nc2ccc3c(c2)OCO3)cc1,3,-9,-8,36,-1,-5,-6,-7
C[C@H](CO)N1C[C@H](C)[C@@H](CN(C)Cc2ccc(-c3ccccc3)cc2)Oc2cc(C#C[C@@H](C)O)ccc2S1(=O)=O,-1,74*,x,-18[16.7 µM],1,12,-2,27
O=C(/C=C/c1ccco1)N/C(=C\c1ccccc1)C(=O)NCCc1nc2ccccc2[nH]1,6,11,4,x,x,x,4,1
C[C@@H]1CN([C@H](C)CO)S(=O)(=O)c2ccc(C#CCN(C)C)cc2O[C@H]1CN(C)Cc1ccccc1,-1,2,x,-4[16.7 µM],2,-18,17,-5
COc1ccc(-c2nc(CS(=O)(=O)CC(=O)NCCc3cc(OC)ccc3OC)c(C)o2)cc1,x,x,-5,-1,-1,0,x,x
CC(C)Cc1ccc(/C=C/C(=O)N2CCCCC2)cc1,-1,-165,-3,x,x,0,-110,-71
CCOC(=O)CC(=O)NC1(Cc2ccc(O)cc2)CCCCC1,-2,-2,-2,6,-1,x,-2,-4
Cc1c(CC(=O)NCC(=O)O)c(=O)oc2cc3c(cc12)CCC(C)(C)O3,1,3,-11,1,-1,5,11,7
CCn1nc(NS(=O)(=O)c2ccc([N+](=O)[O-])cc2)c2cc3cc(C)ccc3nc21,10,11,7,-3,-2,-2,x,-37
C[C@H]1CN([C@@H](C)CO)S(=O)(=O)c2ccc(/C=C/c3ccccc3)cc2O[C@@H]1CN(C)Cc1ccccc1,2,u,x,-9[16.7 µM],8,-3,19,-1
CO[C@H]1CN(C)C(=O)c2ccc(NC(=O)Nc3cc(Cl)cc(Cl)c3)cc2OC[C@@H](C)NC[C@H]1C,x,7,-17&11&8,x,-5,-6,12,-3
CC(C)NC(=NCc1ccc(Cl)cc1Cl)Nc1ccccc1,-1,6,5,-11,2,-9,-3,-34
C/C(=N\NC(=O)CN(c1ccccc1Br)S(C)(=O)=O)c1ccc2c(c1)OCCO2,2,13,1,x,x,x,-1,-4
Cc1ccc(CSc2n[nH]c(N)n2)cc1,0,-61,-2,-4,-4,0,-41,-36
Cc1ccc(/C=N/NC(=O)C(=O)N/N=C/c2ccc(C)o2)o1,4,-3,10,x,x,9,-2,-25
COc1ccc(CCNC(=O)CSC2=NS(=O)(=O)c3cc(Cl)ccc3N2)cc1OC,3,-22,-3,x,3,x,6,0
CCCC(c1nnnn1Cc1ccco1)N1CCN(C(=O)c2ccco2)CC1 (configuration not stated),x,x,x,-2,2,4,x,-4
# (further entries)
SMILES,CASP6 VEID inh,PAX8 reporter,FN deposition inh,miR-122 sensor,Cneo AK release,PGC1a acetyl inh,EWS-Fli block,LGR2 inh
CCOC(=O)c1nnn(-c2nonc2-n2cccc2)c1CN1CCC(C(=O)OCC)CC1,0,x,x,-5,2,-15,5,x
Cc1cc(Br)c2nc(-c3ccccc3)c(Cc3cccc(Cl)c3)n2c1,3,-7,-4,x,x,x,19,-1
O=C(NCCCN1CCCCC1)C1CCC(CNS(=O)(=O)c2cccc3nsnc23)CC1 (configuration not stated),2,-13,-20,-8,1,4,x,-8
Cc1ccc2nc3c(nc2c1C)CCCC3,2,-56,-11,x,-2,x,-15,-10
O=C(NCC[C@H]1CC[C@H](NC(=O)c2ccccc2F)[C@H](CO)O1)c1ccc2c(c1)OCO2,0,11,4,-14[16.7 µM],3,-3,4,-8
COc1cc(OC)c(C(=O)c2ccccc2[N+](=O)[O-])c(OC)c1,-4,-14,5,10,0,-5,8,-12
COc1ccc(C2Nc3ccccc3C(=O)N2NS(C)(=O)=O)cc1 (configuration not stated),1,12,x,x,x,2,-7,-11
Cc1ccc(OCCC(=O)Nc2cc(S(=O)(=O)N3CCOCC3)ccc2N2CCCC2)cc1,-2,8,-1,5,0,2,12,12
CCOc1ncccc1C(=O)Nc1cccc(-c2nc3cccnc3s2)c1,1,-5,-12,x,x,2,-19,-3
Cc1noc(C)c1S(=O)(=O)N(C)C[C@@H]1Oc2ccc(NC(=O)Cc3cn(C)c4ccccc34)cc2CC(=O)N([C@@H](C)CO)C[C@@H]1C,1,x,x,-3[16.7 µM],2,-4,-1,11
COc1ccc(-c2nn(CCC#N)cc2/C=N/O)cc1,-1,-2,17,x,x,3,1,14
Nc1nc(N)nc(-c2cc(F)ccc2O)n1,-2,-113,-1,4,-1,8,-28,6
O=C(NC1CCCC1)N1CCCCN2[C@H](C1)[C@H](c1ccc(-c3cccnc3)cc1)[C@@H]2CO,1,9,-6,-1[16.7 µM],1,0,-1,-1
Cc1cnc(CNC(=O)c2ccc3oc(C(C)C)nc3c2)[nH]1,0,-15,1,-2,-8,-1,-10,-17
COc1ccc(CCNC(=O)C2CCCN(S(C)(=O)=O)C2)cc1 (configuration not stated),0,6,-6,2,0,-1,24,5
C[C@H](CO)N1C[C@H](C)[C@@H](CN(C)Cc2ccc(C(=O)O)cc2)Oc2ccc(NC(=O)Cc3ccccc3)cc2C1=O,1,-16,-12,1[16.7 µM],4,-8,x,14
CCCC(=O)Nc1cc(C(F)(F)F)ccc1N1CCOCC1,3,-2,19,x,0,-6,5,4
Cc1ccc(-c2ocnc2C(=O)Nc2ccccc2C(=O)N2CCCC2)cc1,3,16,3,4,-2,x,-4,-15
COc1ccc(C(O)c2nc(-c3ccc(F)c(Cl)c3)cs2)cc1 (configuration not stated),2,0,2,5,0,x,-8,-14
COCCNC(=O)C[C@@H]1CC[C@@H]2[C@@H](COc3ccc(NC(=O)C4CCOCC4)cc3C(=O)N2C)O1,-1,15,7,8[16.7 µM],47,7,7,16
C[C@H]1[C@H](c2ccccc2)C[C@@H](C(=O)O)C1(C)C,x,-22,-8,-1,-3,7,1,2
CCCCCCCCN1[C@@H](CC(=O)O)c2cc(F)ccc2S1(=O)=O,2,-3,-2,-3,1,-9,-4,6
O=C(NC(=Nc1ccccc1)N1CCOCC1)Nc1ccccc1,1,x,x,-7,6,11,-15,-37
O=C(CNCc1ccc(Cl)cc1)Nc1cccc(C(=O)O)c1,0,-27,9,-1,x,-8,1,23
Cc1cc(C)nc(NC(N)=NC(C)c2ccccc2)n1 (configuration not stated),-2,9,9,x,x,x,-3,-13
COc1ccc(NC(=O)N(C)C[C@@H]2Oc3ccc(NC(=O)Cc4cn(C)c5ccccc45)cc3CC(=O)N([C@H](C)CO)C[C@@H]2C)cc1,0,20,x,-2[16.7 µM],2,4,-1,-1

# Assay outcomes deposited in PubChem BioAssay by Broad Institute.
